Compound activity: PubChem BioAssay, National Center for Advancing Translational Sciences (NCATS)
TDP1 block = blocks human tyrosyl-DNA phosphodiesterase 1. Q9NUW8. recombinant TDP1, AlphaScreen DNA substrate cleavage. Potency, µM (top dose mostly 130 µM), without a hit: at the highest dose activity change, negative = inhibition, most hits filed as inhibitors. 0.28% of 350,000 active; active means well fitted inhibition curve with a large enough effect; inconclusive means small, poorly fitted or top-dose-only effect; inactive means no such curve, though single readings can be large or run the other way; further: nearly all actives have a fitted effect of over 40% in size
Target sequence (Q9NUW8 whole entry, looked up): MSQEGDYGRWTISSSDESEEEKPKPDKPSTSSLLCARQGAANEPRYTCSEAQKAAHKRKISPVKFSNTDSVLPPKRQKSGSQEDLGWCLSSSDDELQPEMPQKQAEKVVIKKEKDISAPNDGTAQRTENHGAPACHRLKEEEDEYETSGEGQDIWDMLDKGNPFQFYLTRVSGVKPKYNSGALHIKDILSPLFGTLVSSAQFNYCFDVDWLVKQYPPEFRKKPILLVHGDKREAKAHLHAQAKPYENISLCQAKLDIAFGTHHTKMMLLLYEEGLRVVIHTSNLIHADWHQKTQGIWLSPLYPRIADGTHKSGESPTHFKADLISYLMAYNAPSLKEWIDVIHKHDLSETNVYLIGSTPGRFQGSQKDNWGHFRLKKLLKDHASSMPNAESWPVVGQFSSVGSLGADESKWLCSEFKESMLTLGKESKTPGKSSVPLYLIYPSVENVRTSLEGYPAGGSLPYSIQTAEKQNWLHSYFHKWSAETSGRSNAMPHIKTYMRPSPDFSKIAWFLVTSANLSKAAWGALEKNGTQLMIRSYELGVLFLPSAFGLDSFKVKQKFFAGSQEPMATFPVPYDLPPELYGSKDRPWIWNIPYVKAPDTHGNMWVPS
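E. coli-derived human Tdp1, 1 nM final. Cpd preinc 15 min RT; substrate 15 nM final, 5 min RT; AS bead mix 10 ug/ml final, 10 min RT. Signal loss = tyrosine-FITC cleavage. No-enzyme wells = max signal.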
* marks the source's active call; other numbers are inactive results; ? = inconclusive; & = joins results of further samples; [ ] = remark or other dose. On the % scale 0 is the no-effect control and ±100 the full control effect; potency means the concentration at half of the fitted maximal effect.

CCOc1cccc2cc(-c3csc(NC(=O)CCC(=O)NCCCN4CCC(C)CC4)n3)c(=O)oc12
  TDP1 block = 0%

CC(CCc1ccccc1)NC(=O)/C=C/c1ccc(F)cc1 (stereo not given)
  TDP1 block = -3%

COC(=O)N1C(C2CC2)=Cc2ccccc2C1CC(C)=O (stereo not given)
  TDP1 block = 5%

COc1c(Cl)cc(Cl)cc1C(=O)Nc1cccc2cccnc12
  TDP1 block = 5%

Cc1ccc(C)o1
  TDP1 block = 15%

CCCCCC1=C2CNC(Cc3ccccc3)(C(=O)OC)C=C2C(C)C1=O (stereo not given)
  TDP1 block = 0%

O=C(Nc1ccc2c(c1)OCO2)[C@@H]1[C@@H]2C(=O)N(C3CCCCC3)C(=O)[C@@H]2C2c3ccccc3C=CN21 (stereo not given in full)
  TDP1 block = 3%

CC(=O)N1C2(C=CC1(C)C(=O)NCCN1CCOCC1)CCCCC2 (stereo not given)
  TDP1 block = 5%

O=C(CSc1ccc(-c2cccs2)nn1)NCc1ccccc1Cl
  TDP1 block = 0%

CC(=O)OC[C@]12CC[C@H]3[C@@](C)(CC[C@H]4C(C)(C)CCC[C@]34C)[C@@H]1C[C@H](C1=CC(=O)O[C@@H]1OC(C)=O)O2
  TDP1 block = -11%

CC[C@@H]1O[C@]2(C=C[C@@H]1C)C[C@H]1C[C@H](CC=C(C)[C@@H](O[C@@H]3C[C@H](OC)[C@H](O[C@@H]4C[C@H](OC)[C@H](O)[C@H](C)O4)[C@H](C)O3)[C@@H](C)C=CC=C3CO[C@@H]4[C@@H](O)C(C)=C[C@@H](C(=O)O1)[C@]34O)O2
  TDP1 block = 13%[56.1 µM]

CCOc1ccccc1-c1nc(C(N)=O)c2c(n1)n(-c1ccc3c(c1)OCO3)c(=O)n2C
  TDP1 block = 5%

COc1cccc([C@H](O)Cn2cc(-c3ccc(CON=C(C)C)cc3)nn2)c1
  TDP1 block = 4%[21 µM]

COC(=O)c1ccc(C(NC(=O)OCc2ccccc2)/C(F)=C/[C@@H](C)C(=O)NCCN2CCOCC2)cc1 (stereo not given in full)
  TDP1 block = 10%

COC(=O)c1ccc(C(/C=C/[C@@H](C)C(=O)NCCc2c[nH]c3ccccc23)NC(=O)OCc2ccccc2)cc1 (stereo not given in full)
  TDP1 block = 10%

Entries above containing fluorine, in the order listed:
CC(CCc1ccccc1)NC(=O)/C=C/c1ccc(F)cc1 (stereo not given)
  TDP1 block = -3%

COC(=O)c1ccc(C(NC(=O)OCc2ccccc2)/C(F)=C/[C@@H](C)C(=O)NCCN2CCOCC2)cc1 (stereo not given in full)
  TDP1 block = 10%

Continued.
C/C(CC(=O)Nc1ccc(F)cc1F)=N\NC(=O)C(=O)N1CCCCC1
  TDP1 block = 7%[0.0935 µM]

CC(=O)OC[C@@H]1O[C@@H](O/N=C2/C[C@@H](O)[C@@H](O)[C@@H]3[C@@H]4C(=O)N(C5CCCCC5)C(=O)[C@H]4CC[C@@H]23)[C@H](OC(C)=O)[C@H](OC(C)=O)[C@@H]1OC(C)=O
  TDP1 block = 4%[21 µM]

COc1ccc2c(c1)OCC1=C2CCC2(C)C(=O)CC=C12 (stereo not given)
  TDP1 block = 7%

C=C1CCC2[C@](C)(CO)C(O)CC[C@]2(C)C1C/C=C1/C(=O)OCC1O (stereo not given in full)
  TDP1 block = 9%[56.1 µM]

CNc1cccc(S(=O)(=O)N2CCCN(S(=O)(=O)c3ccc4c(c3)OCCO4)CC2)c1
  TDP1 block = 0%

CC(C)c1ccc(C(=O)NNC(=O)C2C3CCC(C3)C2C(=O)O)cc1 (stereo not given)
  TDP1 block = -7%

O=C1C=CC2(OCCCO2)C(Br)=C1CO
  TDP1 block = -3%

CC1(C)OC2CO[C@]3(COS(N)(=O)=O)OC(C)(C)OC3C2O1 (stereo not given in full)
  TDP1 block = 14%

CCN(CC)CCCn1c(-c2ccccc2)nc2c(N3CCOCC3)nc(C)nc21
  TDP1 block = 6%

COC(=O)[C@@]1(Cc2ccccc2)[C@H]2c3cc(C(=O)N4CCCC4)n(CCO)c3C[C@H]2CN1C(=O)c1ccccc1
  TDP1 block = 9%

COc1ccc(C(=O)CSc2nc3c(c(=O)n(C)c(=O)n3C)n2C)cc1
  TDP1 block = 4%

COc1ccc(COC(=O)N/N=C2/C[C@@H](O)[C@@H](O)[C@@H]3[C@@H]4C(=O)N([C@@H](C)c5ccccc5)C(=O)[C@H]4CC[C@@H]23)cc1
  TDP1 block = 9%[21 µM]

COc1cc(OC)c(-c2nn3c(-c4cccnc4)nnc3s2)cc1OC
  TDP1 block = 3%

CC[C@H]1OC(=O)[C@H](C)[C@@H](O[C@H]2C[C@@](C)(OC)[C@@H](O)[C@H](C)O2)C(C)[C@@H](O[C@@H]2O[C@H](C)C[C@H](N(C)C)[C@@H]2O)[C@](C)(OC)C[C@@H](C)C(=O)[C@H](C)[C@@H](O)[C@]1(C)O (stereo not given in full)
  TDP1 block = 10%[56.1 µM]

Cc1nc(NC2=NCN(Cc3ccc4c(c3)OCO4)CN2)nc2ccccc12
  TDP1 block = 3%

Sorted by the number under TDP1 block (largest number first): some entries from above
COC(=O)[C@@]1(Cc2ccccc2)[C@H]2c3cc(C(=O)N4CCCC4)n(CCO)c3C[C@H]2CN1C(=O)c1ccccc1
  TDP1 block = 9%

COc1cc(OC)c(-c2nn3c(-c4cccnc4)nnc3s2)cc1OC
  TDP1 block = 3%

O=C1C=CC2(OCCCO2)C(Br)=C1CO
  TDP1 block = -3%

(listing goes on)
CCn1ccc2cc(S(=O)(=O)N3CCCN(C(=O)Nc4cc(Cl)ccc4C)CC3)ccc21
  TDP1 block = 7%

C/C=C/C(=O)N1CC2(CC(c3cccc(NC(=O)CCCCC)c3)=NO2)C[C@H]1C(N)=O (stereo not given in full)
  TDP1 block = 0%

CC(C(=O)Nc1ccc(S(=O)(=O)N2CCCCC2)cc1)N1CCN(c2ccccn2)CC1 (stereo not given)
  TDP1 block = 5%

COc1ccc(C(=O)Nc2sc3c(c2C(N)=O)CCCC3)cc1OC
  TDP1 block = 4%

Cc1nc2ccc(NC(=O)Cn3cnc4c3c(=O)n(C)c(=O)n4C)cc2s1
  TDP1 block = -5%

C/C(=C\C(=O)c1ccc(C)cc1)Nc1ccc(N2CCOCC2)cc1
  TDP1 block = 4%

C=CC[C@@H]1C=C[C@H](O/N=C(\C)CCN2CCCCc3nc(C)c(C)cc32)[C@H](CO)O1
  TDP1 block = 5%[21 µM]

CCCCc1nc2c(c3c1C[C@H](C)OC3)CN(C(=O)Nc1cccc(C#N)c1)CC2
  TDP1 block = 6%[12.3 µM]

COc1ccc(C(=O)CC(c2ccccc2)S(=O)(=O)c2ccc(C)cc2)cc1 (stereo not given)
  TDP1 block = -1%

CC(C)(C)OC(=O)NCCCC1=CC2=CC(=O)C(C)(OC(=O)c3cnc4ccccc4n3)C(=O)C2=CO1 (stereo not given)
  TDP1 block = 4%

CC(Nc1oc(-c2ccccc2)nc1-c1ccccc1)c1ccccc1 (stereo not given)
  TDP1 block = 11%&6%

CC1(C)Cc2nc3sc(C(=O)O)c(N)c3cc2CS1
  TDP1 block = 1%

Nc1c(C(=O)c2ccc3c(c2)OCO3)sc(Nc2ccccc2F)c1S(=O)(=O)c1ccccc1
  TDP1 block = 2%

CCC12C=C(/C=C/c3ccccc3)C(CC)(C1)C(c1ccccc1)CC2=O (stereo not given)
  TDP1 block = 6%[21 µM]

CCCCc1cc2c(cn1)=C(OC(=O)CCC(=O)OC)C(C)(OC(=O)CC)C(=O)C=2 (stereo not given)
  TDP1 block = 8%[12.3 µM]

COc1ccc(S(=O)(=O)CCC(=O)Nc2cccc(OC)c2)cc1
  TDP1 block = -4%

O=[N+]([O-])c1ccc(-c2nc(-c3ccc(F)cc3)c(-c3ccncc3)[nH]2)cc1
  TDP1 block = 22%

COc1ccc(NC(=O)C2CCCN(S(=O)(=O)c3ccc4c(c3)CCCC(=O)N4)C2)c(OC)c1 (stereo not given)
  TDP1 block = 6%

CCOC(=O)c1ccc(-n2cccc2/C=C2\NC(=O)NC2=O)cc1
  TDP1 block = 1%

COC(=O)[C@@]1(Cc2ccc(OC)cc2)[C@H]2c3cc(C(=O)N(C)C)n(Cc4cc(F)c(F)c(F)c4)c3C[C@H]2CN1C(=O)c1ccccc1
  TDP1 block = 14%

CC(=O)OC[C@H]1O[C@@H](O/N=C/[C@@H](C)[C@H](OCc2ccccc2)C(C)C)[C@H](OC(C)=O)[C@@H](OC(C)=O)[C@@H]1OC(C)=O
  TDP1 block = 4%

CC(C)C[C@@H](CC(=O)N[C@H](CC(=O)N[C@@H]1CCNC[C@H]1C(=O)N[C@H](CC(=O)N[C@@H](CCC(=O)O)CC(=O)O)Cc1c[nH]c2ccccc12)C(C)C)NC(=O)[C@@H]1CNCC[C@H]1N
  TDP1 block = 2%

Cc1ccc(CNC(=O)[C@H](C)[C@@H]2C[C@@]2(C)[C@@H](NC(=O)OCc2ccccc2)c2ccccc2)c(F)c1F
  TDP1 block = 2%

COc1cc(C(=O)NCc2ccc(-n3cccc3)cc2)cc(OC)c1OC
  TDP1 block = 3%

CCS(=O)(=O)Nc1cccc(-c2ccc3nnc(C)n3n2)c1
  TDP1 block = 3%

N#CN1CCC(NS(=O)(=O)c2ccc(F)cc2)CC1
  TDP1 block = 0%

CS(=O)(=O)c1ccc(CNC(=O)[C@H]2C[C@@H]2[C@H](NP(=O)(c2ccccc2)c2ccccc2)c2ccccc2)cc1
  TDP1 block = 9%

CC(=O)N1CC[C@@H]2CC(=O)C[C@@H](C)[C@@H]21
  TDP1 block = 2%[234 µM]

Cc1ccc(C(=O)O)cc1
  TDP1 block = 10%

COC(=O)C1=C(C(=O)OC)[C@@H]2N(C)c3ccc(OC)cc3[C@@]23C[C@@H](C(=O)OC)N(S(=O)(=O)c2ccc(C(F)(F)F)cc2)C3=N1
  TDP1 block = 14%[12.3 µM]

CC(C)OC(=O)[C@H]1O[C@H](CCCCOCc2ccccc2)[C@@H](C)[C@H]2O[C@H]21
  TDP1 block = 4%

CCCCC(CC)CNC(=O)/C=C/c1ccc(F)cc1 (stereo not given)
  TDP1 block = -5%

Cc1cc(C)c(OCC(=O)Nc2ccc(N3CCOCC3)cc2)c(Br)c1
  TDP1 block = 4%

COc1ccc(S(=O)(=O)N2CCN(c3nc4ccccc4nc3-n3nc(C)cc3C)CC2)cc1
  TDP1 block = -3%

O=C(Cn1nc(-c2ccc3c(c2)OCCO3)ccc1=O)Nc1ccc(N2CCOCC2)cc1
  TDP1 block = 6%

COc1ccc(S(=O)(=O)N2CCN(c3cccc(C)c3C)CC2)c2ccccc12
  TDP1 block = 6%

CCOC(=O)OCC1OC(c2ccc(C(C)=O)cc2)C=CC1OC(=O)OCC (stereo not given)
  TDP1 block = 9%[21 µM]

CCCC(=O)N(c1ccc2oc(C)c(C(C)=O)c2c1)S(=O)(=O)c1ccc(CC)cc1
  TDP1 block = -3%

COc1ccc2c(c1)C(=O)[C@H](OC(=O)Nc1ccc(OC(F)F)cc1)[C@@H](c1ccc(OC)c(Br)c1)O2
  TDP1 block = 17%

Cc1ccc2cccnc2c1
  TDP1 block = 12%

CC(=O)Nc1ccc2c(c1)OCCOCCOc1cc(NC(C)=O)ccc1OCCOCCOCCO2
  TDP1 block = 3%

Cc1ccc2c(c1)C(=O)OC(C(=O)Nc1ncc(Cc3ccccc3)s1)C2 (stereo not given)
  TDP1 block = 0%

Cn1nnnc1SCC(=O)Nc1ccc(Cl)cc1Cl
  TDP1 block = -2%

NC(=O)OC[C@H](O)COc1ccc(Cl)cc1
  TDP1 block = 4%[56.1 µM]

CC(C)[C@H](NC(=O)[C@H](CCCCN)NC(=O)[C@@H](NC(=O)[C@@H]1CCCN1C(=O)[C@H](CCCN=C(N)N)NC(=O)[C@H](CCCN=C(N)N)NC(=O)[C@H](CCCCN)NC(=O)[C@H](CCCCN)NC(=O)CNC(=O)[C@@H](NC(=O)[C@@H]1CCCN1C(=O)[C@@H](N)CCCCN)C(C)C)C(C)C)C(=O)N[C@@H](Cc1ccc(O)cc1)C(=O)N1CCC[C@H]1C(=O)O
  TDP1 block = 6%

CCOC(=O)c1c(NC(=O)c2ccc(N3CCOCC3)c([N+](=O)[O-])c2)sc(C)c1C
  TDP1 block = 2%

O=C(OCC#CCSc1nnc(-c2ccccc2)o1)c1ccc(F)cc1
  TDP1 block = -14%

COc1ccc2c(c1)c(N1CCCC1=O)c(C(=O)Nc1ccc(OC)c(Cl)c1)n2C
  TDP1 block = 8%

CC(=O)OCC(NC(=O)C(CCCCNC(=O)OCc1ccccc1)NC(=O)OC(C)(C)C)C1OC(n2ccc(=O)[nH]c2=O)C(OC(C)=O)C1OC(C)=O (stereo not given)
  TDP1 block = ?

O=C1OC(CO)C(O)C(O)C1O (stereo not given)
  TDP1 block = -7%[56.1 µM]

COc1ccc(S(=O)(=O)NCCc2sc(-c3cccnc3)nc2C)cc1OC
  TDP1 block = 2%

CC(C)CC1NC(=O)c2ccccc2-n2c1nc1ccc(F)cc1c2=O (stereo not given)
  TDP1 block = 0%

Nc1cccc(N)c1
  TDP1 block = 15%

CCC(Cc1ccccc1)NC(=O)CCS(=O)(=O)c1cc2c(cc1Cl)NC(=O)CO2 (stereo not given)
  TDP1 block = 3%

COc1ccc(OC)c(S(=O)(=O)NCCc2sc(-c3cccnc3)nc2C)c1
  TDP1 block = 3%

O=C1[C@H]2[C@H]3[C@H](O)[C@H](O)C/C(=N/OCc4ccccc4)[C@@H]3CC[C@@H]2C(=O)N1C[C@@H]1CCCO1
  TDP1 block = 3%[21 µM]

CCOC(=O)c1ccccc1NC(=O)Cc1sc(-c2cccnc2)nc1-c1ccc(C)cc1
  TDP1 block = 6%

CCc1ccc(N2C(=O)c3cc(N4CCOCC4)c([N+](=O)[O-])cc3C2=O)cc1
  TDP1 block = -3%

COc1cc(-c2ccc(NC(=O)NC3CC3)c(OC)c2)ccc1NC(=O)NC1CC1
  TDP1 block = 3%

C[Si](C)(C)Cl
  TDP1 block = 12%

O=C1C2N=NN(CC(=O)N3N=C(c4ccccc4)CC3c3ccc([N+](=O)[O-])cc3)C2C(=O)N1c1ccccc1 (stereo not given)
  TDP1 block = 5%

This is a subset (hit frequency here may not be typical).
